LMP1 NFkB inh – EBV LMP1-driven NF-kappaB luciferase reporter inhibitors, primary screen, cell-based, luminescence, single point | inhibition, % at 12.5 µM | 0.69% of 350,000 active | LMP1-induced NF-kappaB luciferase reporter cells; in the data active means inhibition above about 41%;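 further: 0% = neutral control wells and 100% = reference inhibitor control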
NR2E3 ag-1 – inhibitors of NR2E3-RetCOR corepressor binding, primary screen, NR2E3 agonist project, biochemical, TR-FRET, GST-NR2E3, biotin-RetCOR | 0.12% of 320,000 active | inhibition of corepressor binding, % at 4.78 µM | 1536-well | Photoreceptor-specific nuclear receptor (Homo sapiens), Q9Y5X4 | AID 2300, 2010;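 active means percent inhibition above the cutoff of mean plus 3 SD of all tested compounds, set per screening campaign, cut at about 20% in these data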;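 further: 0% = DMSO wells and 100% = biotin wells as full block of FRET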
Target sequence (Q9Y5X4 whole entry, looked up): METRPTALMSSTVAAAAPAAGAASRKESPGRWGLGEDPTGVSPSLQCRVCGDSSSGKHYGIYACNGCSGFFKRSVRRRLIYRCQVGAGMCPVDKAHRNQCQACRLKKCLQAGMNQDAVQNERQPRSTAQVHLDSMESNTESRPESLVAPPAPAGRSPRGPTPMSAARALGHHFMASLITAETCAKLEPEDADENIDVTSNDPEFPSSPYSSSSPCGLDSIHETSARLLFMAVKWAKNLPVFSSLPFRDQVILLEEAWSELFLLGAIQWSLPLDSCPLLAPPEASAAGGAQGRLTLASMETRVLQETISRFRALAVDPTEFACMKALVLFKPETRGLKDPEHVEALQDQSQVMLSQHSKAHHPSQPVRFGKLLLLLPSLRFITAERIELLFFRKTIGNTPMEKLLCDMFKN
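system = GST-tagged NR2E3 plus biotinylated RetCOR corepressor | input = 1.35 nM GST-NR2E3 | also added = 7 nM biotin-RetCOR | schedule = 5 h incubation at 4 °C | measured by = TR-FRET with europium anti-GST and streptavidin-D2, 340 nm excitation | read-out = percent loss of FRET ratio relative to control wells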
NR2E3 ag-2 – NR2E3 agonists in two-hybrid cells, primary screen, cell-based, luminescence, CHO-S, Gal4-NCOR/VP16-NR2E3; luciferase; inhibition of corepressor binding, % at 3.98 µM; AID 602229, 2012; Photoreceptor-specific nuclear receptor (Homo sapiens), Q9Y5X4; 0.35% of 360,000 active;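 active means inhibition above the mean of all tested compounds plus 3 SD, cut at about 70% in these data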;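 further: 0% = DMSO with NR2E3 transfected cells and 100% = cells lacking NR2E3 construct; higher means lower luciferase signal from less NR2E3 corepressor binding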
TRAIL sens C8 – viability loss with TRAIL in NB7+C8 cells, primary screen, TRAIL sensitizer project, cell-based, ATPlite luminescence | inhibition (viability loss, TRAIL sensitization), % at 10 µM | AID 624354, 2012 | 1% of 360,000 active;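 active means compounds causing at least 50% loss of cell viability in the single-dose screen, relative to plate controls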
CF NFkB inh – inhibitors of PAF-induced NF-kB signaling, primary screen, cell-based, GFP fluorescence, uHTS; inhibition, % at 5 µM; 0.86% of 360,000 active; KKLEB NF-kB-GFP reporter, GFP fluorescence overnight;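 active means at least 50% inhibition at 5 µM, scaled per plate between neutral and stimulator controls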;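 further: PAF is a Pseudomonas aeruginosa culture filtrate used as stimulus; plate controls were PAF-stimulated DMSO wells for no effect and unstimulated DMSO wells for full effect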
KKLEB cytotox – cytotoxicity in KKLEB CF airway cells, primary screen, cytotoxicity control for CF NF-kB inhibitor project, cell-based, uHTS, fluorescence assay plates; KKLEB CF airway cells viability, ATPlite luminescence, overnight; hits give low values; cells stimulated with P. aeruginosa culture filtrate; activity change (cytotoxicity), % at 5 µM; 0.36% of 360,000 active; AID 602141, 2011;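 active means corrected activity change at or below -50% at 5 µM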
iPSC survival up – enhancers of single-cell hiPSC survival, primary screen, ATPlite luminescence; 100% = ROCK inhibitor wells, 0% = DMSO; survival enhancement, % at 20 µM; 0.044% of 360,000 active; AID 602274, 2012; in the data active means survival enhancement above about 18%;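 further: cells exposed to compounds for 16 hours before the ATP read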
MITF TRPM1 inh – inhibitors of MITF-dependent TRPM1 promoter reporter, primary screen, cell-based, SK-MEL-5, single point, luciferase | inhibition, % at 12.5 µM | 0.83% of 330,000 active | SK-MEL-5 TRPM1 promoter luciferase, 24 h;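 active means mean inhibition across replicates of 60% or more, whatever share of single replicates reaches that level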; further: values of inactives mirror those of a sister screen read the other way
HIF-2a inh – HIF-2a reporter inhibitors, primary screen, luminescence, 786-0 RCC cells. 786-0 RCC cells HIF-2a reporter, luciferase luminescence, overnight. inhibition, % at 18.8 µM. 0.72% of 360,000 active. AID 624352, 2012;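 active means inhibition of the luminescence signal of 40% or more relative to plate controls, in a single-dose primary screen at 18.75 µM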
Shn3 3UTR inh – reduction of Shn3 3'UTR firefly luciferase signal, primary screen, Schnurri-3 inhibitor project, cell-based, Clone20 osteoblasts, set 2; AID 588674, 2011; 0.52% of 360,000 active; inhibition, % at 12.5 µM; Clone20 osteoblast Shn3 3'UTR firefly luciferase, 24 h;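 active means mean inhibition of at least 75% with every replicate also reaching 75%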;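 further: 0% = median of neutral control wells and 100% = pilot-screen positive control compound; some compounds past the cut are filed as inactive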
Peg3 prom inh – Peg3 promoter-driven luciferase inhibitors, primary screen, cell-based, HeLa, luciferase luminescence. inhibition, % at 20 µM. 1.7% of 360,000 active. HeLa PEG-Prom luciferase reporter, overnight;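 active means inhibition of at least 50% at 20 µM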
Numbers without * were called inactive; / = no result given. Only part of the results is shown; the hit share may differ from the screen's.

SMILES | LMP1 NFkB inh | NR2E3 ag-1 | NR2E3 ag-2 | TRAIL sens C8 | CF NFkB inh | KKLEB cytotox | iPSC survival up | MITF TRPM1 inh | HIF-2a inh | Shn3 3UTR inh | Peg3 prom inh
COc1cc(Cl)cc(/C=C/c2ccc3ccccc3n2)c1OC(C)=O | -45 | 1 | -89 | 14 | 6 | -14 | -1.4 | -70 | -256 | -148 | -137
O=C(O)C1CCC(C(=O)O)SS1 (configuration not stated) | -7 | / | -47 | -8 | -7 | 12 | -1.1 | 4 | 16 | -3 | -123
CC(/C=C/c1ccc2c(c1)OCO2)=N\NC(=O)C(O)c1ccccc1 (configuration not stated) | -3 | -1 | -6 | 10 | 10 | -2 | -0.1 | 4 | -9 | -16 | -3
CCc1c(N)nc(N)nc1Nc1ccc(C)c(C)c1 | 10 | / | -5 | 24 | 21 | -4 | 1.4 | 11 | 8 | 20 | 2
Cc1cc(C)c2c(CC(=O)NCCc3ccccc3)coc2c1 | 6 | 2 | -1 | -5 | 9 | -5 | -0.1 | -2 | -2 | 3 | 5
CS(=O)(=O)N1CCc2cc(-c3csc(NC(=O)Cc4ccccc4)n3)ccc21 | 17 | 4 | 6 | 16 | -33 | 9 | 3.0 | 12 | -27 | 50 | 5
CC(=O)Nc1cccc(NC(=O)CSc2ncc(C(=O)Nc3ccc(F)cc3)c(=O)n2C)c1 | -8 | 0 | -11 | 18 | 8 | -6 | -0.4 | 47 | -14 | 19 | -19
CSc1nc(O)cc(=O)n1-c1ccc(F)cc1 | -10 | -3 | 18 | -11 | 5 | 8 | 0.2 | 2 | 12 | 8 | -11
COC(=O)c1nn(C)c(=O)[nH]c1=O | -5 | / | -22 | 5 | 1 | 2 | 2.0 | -15 | -5 | -4 | -20
Cc1nnsc1Sc1ccccn1 | -10 | 3 | -17 | 4 | -18 | 4 | -2.0 | -8 | -11 | -24 | -14
CCSc1nnc(NC(=O)c2ccco2)s1 | -10 | 3 | -88 | 14 | 1 | 1 | -1.4 | -24 | -67 | -19 | -60
O=C(Nc1cccc(C(F)(F)F)c1)N(Cc1ccc(Cl)cc1)CC(O)C(F)(F)F (configuration not stated) | -50 | 2 | -36 | 20 | 8 | 2 | 2.9 | -8 | -6 | 1 | 29
Nc1ccc(-c2nc3ccc(N)cc3[nH]2)cc1 | -4 | -12 | -31 | 8 | -27 | 8 | -1.9 | 4 | -28 | -30 | -118
COc1ccccc1N1CCN(Cc2cc(OC)c3c(c2)OCO3)CC1 | 7 | 3 | 3 | 16 | -4 | 4 | -0.3 | 8 | 1 | 0 | 3
CCNc1ncnc2c1cnn2C1CCCO1 (configuration not stated) | -4 | / | -54 | -10 | -6 | -8 | -2.0 | -11 | -5 | 12 | -5
Cc1ccccc1NC(=O)NCCCN1CCCC1 | 0 | 2 | -22 | -3 | 1 | 12 | 1.9 | -5 | 13 | -12 | -73
CC1CC(C)CN(C(=O)C2CC(=O)N(c3ccc4c(c3)OCCO4)C2)C1 (configuration not stated) | 2 | 2 | -7 | 5 | 3 | -21 | -0.3 | -3 | -1 | -20 | -2
Cn1c(C=O)c(C#Cc2ccccc2)c2ccccc21 | -4 | 0 | -2 | 12 | 9 | -14 | -0.2 | 14 | 1 | 0 | 24
CCN(CC)C(=O)CSc1nc(-c2ccccc2)ccc1C#N | -4 | 1 | 15 | -7 | -6 | -7 | 1.3 | 14 | 4 | 2 | -1
CCCC1=Nc2cc(C(=O)NCCCN3CCN(C)CC3)ccc2Sc2ccccc21 | -16 | 0 | -2 | 17 | 3 | -1 | -0.5 | -1 | 15 | -16 | 11
COc1ccccc1NS(=O)(=O)c1cc(NC(=O)c2cc3ccccc3oc2=O)ccc1C | 0 | -3 | 11 | 3 | 37 | -26 | -1.4 | -21 | -17 | -3 | -9
Cc1cc(C)n2cnnc2n1 | / | 4 | -14 | -3 | 9 | 6 | -0.5 | / | 12 | -11 | 14
Cc1noc(C)c1COC(=O)c1cc2c(C)nn(-c3ccc(F)cc3)c2s1 | 6 | -2 | -28 | 7 | 51* | -31 | 1.3 | 8 | 21 | 3 | 14
NC(c1csc(NC(=O)Nc2cccc(Cl)c2)n1)C1CCCCC1 (configuration not stated) | / | / | 16 | 35 | 32 | -12 | -6.2 | / | 5 | 37 | 92*
O=C(NC(=S)Nc1ccc(NC(=O)c2ccccc2)cc1)c1ccc(F)cc1 | 4 | 4 | -21 | 13 | 16 | -16 | -0.5 | -7 | -7 | 12 | -4
COc1cc(C(=O)COC(=O)Cc2cnc3sccn23)cc(OC)c1OC | 3 | -2 | -3 | -6 | 2 | 2 | -0.9 | 4 | 2 | -4 | 12
Cc1ccc(NS(=O)(=O)c2cc(NC(=O)c3cc(=O)[nH]c(=O)[nH]3)ccc2Cl)c(C)c1 | -8 | 2 | -4 | -13 | -4 | 6 | -0.6 | -7 | 17 | -7 | -5
CC(C)N=C(N)N=C(N)Nc1ccc(Cl)cc1 | 0 | 3 | 89* | -15 | 6 | -14 | -2.4 | 1 | -2 | 91* | 17
O=S1(=O)C=C(Oc2ccc(F)cc2)c2ccccc21 | -3 | -3 | 3 | 0 | 6 | -4 | -0.8 | -1 | 10 | -29 | -1
O=C(NCc1ccc2c(c1)OCO2)c1cc(Cl)ccc1Cl | -1 | -2 | -7 | 0 | -14 | 1 | -0.6 | -1 | -44 | -1 | -15
CC(=O)N1CC(C)Sc2ccc(S(=O)(=O)NCc3ccccc3Cl)cc21 (configuration not stated) | -3 | 3 | 31 | 9 | 2 | 0 | -0.3 | 5 | 16 | 0 | 17
O=C(O)c1ccc(/C=N/N2CCN(C3c4ccccc4-c4ccccc43)CC2)cc1 | -1 | -2 | 18 | -6 | 17 | -8 | 0.0 | 2 | 21 | -8 | 2
COc1ccc(/C(C)=N/NC(=O)c2cc(-c3cccnc3)nc3ccccc23)cc1 | -11 | 2 | -20 | -5 | -4 | 6 | -0.9 | 12 | 9 | -9 | 10
O=c1c2ccccc2nc(-c2ccoc2)n1CCc1ccccc1 | -5 | 6 | -43 | -2 | -22 | 1 | 0.8 | -10 | -105 | 4 | -13
Cc1ccnn1CC(=O)N/N=C/c1cn[nH]c1-c1ccc(F)cc1 | -5 | 1 | -1 | 0 | -13 | 11 | 0.6 | -10 | 19 | 6 | 14
COc1ccc2nc(NC3=NC(c4ccccc4)CC(=O)N3)nc(C)c2c1 (configuration not stated) | -5 | 0 | -33 | -8 | 4 | -14 | -0.8 | 7 | 7 | 7 | 14
CCOC(=O)c1c(NC(=O)c2nn(CC)cc2Br)c(C#N)cn1-c1ccccc1 | 11 | 0 | -20 | 15 | 18 | 14 | -0.3 | 2 | 24 | 38 | 18
CN(NS(C)(=O)=O)c1ncc(C(F)(F)F)cc1Cl | -6 | -1 | 15 | 1 | -9 | 1 | 2.0 | 4 | 11 | 2 | 0
Cc1ccc(C(=O)CSc2nnc(-c3ccco3)n2C)cc1 | -11 | 2 | -37 | -1 | 7 | 7 | 0.7 | -18 | -99 | -66 | -100
Cc1ccc(C2=NN(C(=O)COc3ncnc4ccccc34)C(c3ccco3)C2)cc1 (configuration not stated) | -50 | 2 | 15 | -9 | 18 | -8 | -0.2 | -1 | 6 | 9 | 37
COc1ccc2[nH]c(=O)c(CN(C(=O)c3ccncc3)C(C)(C)C)cc2c1 | -4 | -1 | -5 | 4 | 6 | -6 | 0.8 | 5 | 8 | -16 | 12
O=C(COc1ccc(Br)cc1Br)NC1CCS(=O)(=O)C1 (configuration not stated) | 1 | 5 | -13 | -9 | -5 | 10 | -0.3 | -5 | -14 | -6 | -7
Cc1ccc(NC(=O)CN(C)C(=O)COC(=O)CCS(=O)(=O)c2ccc(C)cc2)cc1 | -12 | -3 | -9 | 6 | 6 | 0 | -0.5 | -4 | 4 | -2 | -12
O=C(CC1CS(=O)(=O)CC1CC(=O)Nc1ccc2c(c1)OCCO2)Nc1ccc2c(c1)OCCO2 (configuration not stated) | 30 | 1 | 40 | 10 | -14 | -11 | 0.0 | 18 | 20 | 46 | 23
Cc1cc(C)n2nc(-c3sccc3-n3c(C)ccc3C)cc2n1 | -7 | 3 | -9 | 2 | 3 | 2 | -2.0 | -19 | -65 | -11 | -22
Cc1nc(NC(=O)Nc2ccc(Cl)cc2)sc1C | -30 | 1 | -66 | 28 | 1 | -2 | -2.4 | -73 | -281 | -39 | -294
O=C(c1ccccc1)c1nnc(-c2ccncc2)o1 | 1 | 2 | 3 | -1 | -6 | 1 | 3.3 | -1 | -4 | -5 | -2
CC1CCCC(C)N1CCCNC(=O)Cn1ncc2c([nH]c3ccccc32)c1=O (configuration not stated) | -2 | 3 | -5 | 3 | 2 | 9 | -0.3 | 10 | 13 | 8 | -5
COc1ccc(/C=C/C2=NC(=C\N(C)C)/C(=O)O2)cc1 | -10 | 1 | -55 | 13 | 4 | 3 | -0.8 | -40 | -230 | -60 | -256
CC(C)(C)c1ccc(C(=O)NCCC(=O)Nc2cc(Cl)ccc2N2CCOCC2)cc1 | 0 | 5 | -2 | -3 | 23 | -24 | -0.4 | -5 | -19 | 1 | -13
O=C(Nc1cccc(C(F)(F)F)c1)c1ccc2nc(N3C(=O)CCC3=O)sc2c1 | 4 | -2 | -12 | -5 | 5 | 14 | -1.5 | -3 | -30 | 12 | -32
O=C(NC1CCCCC1)C1CCN(c2nccs2)CC1 | -7 | 3 | -19 | 0 | 1 | 0 | 0.8 | -11 | 8 | 0 | 7

3 records drawn at random from the list so far, as already listed:
SMILES | LMP1 NFkB inh | NR2E3 ag-1 | NR2E3 ag-2 | TRAIL sens C8 | CF NFkB inh | KKLEB cytotox | iPSC survival up | MITF TRPM1 inh | HIF-2a inh | Shn3 3UTR inh | Peg3 prom inh
Cc1cc(C)n2nc(-c3sccc3-n3c(C)ccc3C)cc2n1 | -7 | 3 | -9 | 2 | 3 | 2 | -2.0 | -19 | -65 | -11 | -22
O=C(Nc1cccc(C(F)(F)F)c1)c1ccc2nc(N3C(=O)CCC3=O)sc2c1 | 4 | -2 | -12 | -5 | 5 | 14 | -1.5 | -3 | -30 | 12 | -32
CC1CCCC(C)N1CCCNC(=O)Cn1ncc2c([nH]c3ccccc32)c1=O (configuration not stated) | -2 | 3 | -5 | 3 | 2 | 9 | -0.3 | 10 | 13 | 8 | -5

Bioassay records deposited in PubChem BioAssay by several laboratories.
